LMPTP inh: LMPTP (human) inhibition. recombinant LMPTP-A, OMFP fluorogenic substrate, fluorescence intensity. inhibition, % at 20 µM. 360,000 compounds, 0.22% hits. AID 651560;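 active = compounds that cut the enzyme signal by at least half of the control window in the single-dose screen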;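 also: plate controls were DMSO wells with enzyme plus substrate for no effect and substrate without enzyme for full effect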
Target sequence (P24666 whole entry, looked up): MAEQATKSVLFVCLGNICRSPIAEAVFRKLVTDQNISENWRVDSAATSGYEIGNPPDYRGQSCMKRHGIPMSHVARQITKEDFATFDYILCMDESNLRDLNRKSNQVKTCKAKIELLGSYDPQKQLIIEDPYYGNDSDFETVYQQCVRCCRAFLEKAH
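Assay system: LMPTP-A enzyme. Input: 0.625 nM LMPTP-A final. Probe or stimulus: 400 µM OMFP. Compound dosing: single 20 µM dose. Schedule: 50 min dark incubation at room temperature. Detection: fluorescence intensity of OMFP turnover product. Read-out: percent inhibition versus substrate-only and uninhibited controls. Benchmarks: no-enzyme low control, uninhibited high control.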
MT1-MMP act inh: blocks activation of human MT1-MMP | P50281 | HT1080 RFP-PRO-GFP cells, GFP/RFP ratio fluorescence, overnight; percent of plate control window, DMSO zero | GFP/RFP ratio change, % at 20 µM | 360,000 compounds, 0.061% hits;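 active = GFP/RFP ratio change of at least 30% with cell ATP level not reduced by more than half and red fluorescence within 50% of control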; also: strong numbers were not always called active
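Assay system – RFP-PRO-GFP reporter HT1080 cells · Compound dosing – single dose of 20 µM compound, 1% DMSO final · Incubation – overnight compound exposure at 37 °C · Measure – GFP/RFP fluorescence ratio · Benchmarks – DMSO wells and RFP-L50D-GFP cells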
SUMO1-SIM PPI: alters human SUMO1 binding to SIM partners; SUMO1 binding to a labelled peptide, TR-FRET, 1 h; inhibition, % at 20 µM; 360,000 compounds, 0.33% hits; in the data active = inhibition above about 37%
Target sequence (P63165 whole entry, looked up): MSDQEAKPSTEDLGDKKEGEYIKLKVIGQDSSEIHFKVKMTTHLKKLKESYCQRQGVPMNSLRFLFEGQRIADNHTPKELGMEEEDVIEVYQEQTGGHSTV
Scp1 inh: blocks human Scp-1 phosphatase activity; Recombinant Scp1, phosphopeptide, malachite green phosphate absorbance; inhibition, % at 20 µM; 340,000 compounds, 0.88% hits; AID 493091;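 active = inhibition above about 50% at 20 µM, limit read from the data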;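 also: plate controls were DMSO wells with enzyme for no effect and wells lacking enzyme for full effect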
Target sequence (Q9GZU7 76-261 limits assumed): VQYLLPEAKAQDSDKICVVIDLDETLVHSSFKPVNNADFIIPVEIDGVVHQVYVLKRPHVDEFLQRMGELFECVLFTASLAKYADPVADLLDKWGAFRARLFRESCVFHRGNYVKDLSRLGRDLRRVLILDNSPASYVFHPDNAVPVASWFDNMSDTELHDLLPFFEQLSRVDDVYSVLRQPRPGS
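Test system: SCP-1 phosphatase catalytic domain, residues 76-261 | Compound dosing: One concentration, 20 µM, with 1.0% DMSO | Schedule: 45 min room-temperature reaction, 5 min colour, 30 min stabiliser | Detection: Absorbance at 630 nm | Read-out basis: % inhibition of SCP-1 phosphate liberation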
DNMT1 inh: inhibitors of human DNMT1; DNMT1 molecular beacon, Hinp1I cleavage, fluorescence; P26358; 360,000 compounds, 0.83% hits; inhibition (reported as % activation of signal), % at 10 µM; in the data active = inhibition above about 50%
Rpn11 inh: Rpn11 (human) deubiquitinase inhibition | 360,000 compounds, 0.59% hits | human 26S proteasome, Ub4-pepOG fluorescence polarization; 20S core pre-blocked with epoxomicin | AID 588493 | calls only at 20 µM | O00487;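 active = inhibition at 20 µM, scaled to each plate's controls, above about 33%, limit read from the data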
Target sequence (O00487 whole entry, looked up): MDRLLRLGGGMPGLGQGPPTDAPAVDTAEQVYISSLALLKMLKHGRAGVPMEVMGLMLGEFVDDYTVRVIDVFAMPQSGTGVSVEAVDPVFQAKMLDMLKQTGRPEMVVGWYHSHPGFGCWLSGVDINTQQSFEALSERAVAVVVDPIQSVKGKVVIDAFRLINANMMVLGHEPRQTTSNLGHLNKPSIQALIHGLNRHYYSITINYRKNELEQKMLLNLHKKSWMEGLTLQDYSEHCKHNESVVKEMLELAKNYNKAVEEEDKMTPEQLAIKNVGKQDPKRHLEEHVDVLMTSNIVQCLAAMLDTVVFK
NadD block: inhibitors of Staphylococcus aureus NadD; purified NadD enzyme, colorimetric absorbance read-out; inhibition, % at 20 µM; 360,000 compounds, 0.78% hits; AID 602399; in the data active = inhibition above about 26%; also: some compounds past the cut are filed as inactive
NRP1-CendR mod: alters CendR peptide binding to human NRP-1. 360,000 compounds, 0.85% hits. inhibition, % at 25 µM. FAM-RPARPAR peptide binding to NRP-1, fluorescence polarization. AID 602438. O14786;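 active = inhibition or corrected inhibition above about 18%, plus a signal ratio from 0.5 to 1.5, limit read from the data, passing the limit was not always enough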; also: strong numbers were not always called active
SKN-1 block: C. elegans SKN-1 inhibition | C. elegans VP596 Pgst-4::GFP/RFP ratio, acrylamide-induced, 24 h | AID 624304 | inhibition, % at 21.8 µM | 360,000 compounds, 0.49% hits;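 active = interference check ratio from 0.5 to 1.5 plus GFP to RFP signal ratio inhibition reaching or exceeding a fixed threshold, cut at about 30% in these data, passing the limit was not always enough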; also: some compounds called inactive have numbers as strong as hits
STEP inh: inhibitors of human striatal-enriched phosphatase STEP; P54829; recombinant STEP, OMFP fluorogenic substrate, fluorescence; inhibition, % at 20 µM; 360,000 compounds, 0.25% hits;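 active = inhibition at 20 µM, scaled per plate between control wells, above about 37%, limit read from the data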;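 also: 0% = DMSO with enzyme and substrate and 100% = substrate only without enzyme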
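Test system: STEP tyrosine phosphatase / Reagent: OMFP at 25 µM / Doses: 20 µM, 1% DMSO / Read-out: percent inhibition scaled to no-enzyme and uninhibited-enzyme controls, plate-pattern corrected / Detection: FITC-channel fluorescence of OMFP product / Medium: Bis-Tris buffer pH 6.0, 2.5 mM DTT, 0.005% Tween 20 / Schedule: 20 min at room temperature, dark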
* marks the source's active call; other numbers are inactive results; i = inactive; x = not tested or not shown; + = active, no number.

SMILES | LMPTP inh | MT1-MMP act inh | SUMO1-SIM PPI | Scp1 inh | DNMT1 inh | Rpn11 inh | NadD block | NRP1-CendR mod | SKN-1 block | STEP inh
Fc1ccc(NC(=S)NCc2ccc3c(c2)OCO3)cc1 | -0.7 | -2 | -2 | 1 | 0 | i | -4 | 9 | 3 | 0
COC(=O)c1c(-c2ccco2)csc1NC(=O)C1CC=CCC1C(=O)O (stereo not drawn) | -0.1 | -7 | 21 | 4 | 12 | i | -4 | -24 | 8 | 0
COC(=O)CNC(=O)c1ccccc1 | -1.9 | -7 | 1 | 10 | 3 | i | 8 | -10 | -4 | -2
CCCCc1nnc(NC(=O)c2ccc(S(=O)(=O)N3CCOCC3)cc2)s1 | -1.9 | 3 | 1 | -2 | -4 | i | -2 | 8 | 13 | 2
CCN(CC)c1ccc(NC(=O)Nc2ccccc2C(F)(F)F)cc1 | -0.5 | 2 | -6 | 1 | -1 | i | -2 | 3 | -3 | 0
CCCC(C)C(=O)Nc1ccncc1 (stereo not drawn) | -0.4 | -2 | 3 | 0 | -2 | i | -2 | -6 | -23 | 2
CN(C)CCNc1nc2c(c(=O)[nH]c(=O)n2C)n1CC(O)COc1ccc(Cl)cc1 (stereo not drawn) | -0.6 | 2 | -1 | -6 | 1 | i | -5 | -3 | 0 | 2
Cc1ccc2nc(SCC(=O)Nc3cc(C)on3)c(C)cc2c1 | -1.4 | -2 | -10 | -1 | 20 | i | 1 | -9 | 13 | 0
COc1ccc(Br)cc1S(=O)(=O)NCCN1CCOCC1 | 0.2 | -6 | -1 | -4 | 0 | i | -8 | 14 | 12 | -1
CCOC(=O)c1sc(NC(=O)C2CC=CCC2C(=O)O)nc1C (stereo not drawn) | 0.0 | -4 | 1 | 37 | 41 | i | 6 | -15 | 12 | -1
COc1ccccc1CNCc1cc(=O)oc2c(C)c(C)ccc12 | -0.2 | -6 | -3 | -6 | -2 | i | -9 | 0 | 1 | -3
O=C(NCCO)C(=O)Nc1cc2c3c(c1)CCN3C(=O)CC2 | 0.0 | 0 | 1 | -5 | -2 | i | 1 | -1 | -15 | -4
CCC(Cc1ccccc1)NS(=O)(=O)c1ccc2c(c1)NC(=O)C(C)S2 (stereo not drawn) | 1.8 | 0 | 7 | -9 | -4 | i | 0 | 2 | -7 | 1
CCn1c(C)c(C2=CCN(S(=O)(=O)c3ccccc3)CC2)c2ccccc21 | 2.1 | 0 | -2 | -10 | -6 | i | 2 | -30 | 54* | 2
O=C(NC1CC1)C1CCN(C2CCN(C(=O)/C=C/c3ccc(F)cc3)CC2)CC1 | 0.5 | 1 | 1 | -5 | 0 | i | -2 | 2 | -6 | -1
Cc1nn(-c2ccccc2)c(Cl)c1/C=N/NC(=O)c1ccco1 | 0.4 | -3 | 5 | -6 | 3 | i | 5 | -11 | 1 | -4
O=C(N/N=C/c1cccnc1)c1ccc(NC(=O)c2ccc(F)cc2)cc1 | -1.2 | 2 | -6 | -5 | -1 | i | -7 | 0 | -1 | -2
NC(=S)Cc1nc(-c2ccc(Cl)cc2)cs1 | 2.7 | -17 | 1 | 1 | -13 | i | 1 | -3 | 3 | 2
Cc1cccc(-c2onc3ccc(C(=O)/C=C/N(C)C)cc23)c1 | 1.7 | -5 | -22 | -4 | -6 | i | 2 | -9 | 22 | 4
COc1ccc(Cl)cc1NC(=O)CNc1ccccc1F | 0.1 | 1 | 8 | -5 | 0 | i | -2 | 3 | 8 | -2
Cc1nnc(SCC(=O)N/N=C/c2cn(-c3ccccc3)nc2-c2ccccc2)n1-c1ccccc1 | 5.1 | 0 | -1 | -12 | -15 | i | 10 | 11 | 25 | 3
O=C(Nc1ccc(N2CCCC2)c(Cl)c1)c1ccc([N+](=O)[O-])o1 | 0.7 | -11 | -32 | 1 | -7 | i | -1 | 12 | -2 | -2
Cc1c2c(=O)n(-c3nc4ccccc4s3)nc-2cc(O)n1Cc1ccccc1 | 28 | -7 | 7 | 17 | 42 | + | 42* | -27 | -16 | 0
CSc1nc2ncc3c(n2n1)CC1c2ccccc2CCN1C3=O (stereo not drawn) | 0.9 | 10 | -20 | -5 | -1 | i | 4 | -13 | 21 | -1
C=CCNC(=S)N/N=C/c1ccc(OCc2ccccc2Cl)cc1 | -0.3 | -2 | 3 | -9 | -7 | i | -3 | 4 | 1 | 2
O=C(Nc1nc(-c2cc3ccccc3oc2=O)cs1)c1ccc(Br)o1 | 48 | 1 | 6 | 43 | 28 | i | 4 | -5 | 23 | 6
CSc1ccc(S(=O)(=O)N(CC(=O)NN=C2CCN(C)CC2)c2ccc(C)cc2)cc1 | -0.6 | 1 | 1 | 0 | 2 | i | 2 | -20 | -4 | -2
O=C(NC1CCCC1)C(c1cccnc1)N(Cc1ccccc1F)C(=O)c1csnn1 (stereo not drawn) | -2.2 | -3 | 1 | -5 | 3 | i | 0 | 7 | 15 | 2
CCc1ccc(OCC(=O)NNC(=O)c2cc(S(=O)(=O)N3CCOCC3)ccc2N2CCCC2)cc1 | -0.3 | -3 | -3 | -5 | -2 | i | -5 | 19 | -5 | 1
COCCN(C(=O)/C=C/c1cccc([N+](=O)[O-])c1)c1c(N)n(Cc2ccccc2)c(=O)[nH]c1=O | 0.8 | -2 | -29 | 9 | -1 | i | -6 | -1 | 10 | -5
CCOc1cc2[nH]c(=S)n(Cc3ccc(C(=O)NCCCN(CC)CC)cc3)c(=O)c2cc1OCC | -0.1 | 0 | 11 | 59* | -1 | i | -5 | 1 | -6 | -1
Cc1cccc(NC(=O)c2cnn(C)c2)c1C | -2.6 | 6 | 2 | 4 | 5 | i | 1 | 2 | 2 | 1
Cc1cc(C(=O)N2CCCc3ccccc32)ccc1[N+](=O)[O-] | 0.0 | 4 | -16 | -2 | -1 | i | -4 | -11 | 5 | 0
O=C(c1cccnc1)N1N=C2CCCCCC2C1(O)C(F)(F)F (stereo not drawn) | 0.8 | 0 | 0 | 9 | 8 | i | -7 | 1 | 4 | 1
COc1ccc(CSC2=NCCN2)cc1Cl | -1.6 | 6 | -4 | 5 | 2 | i | -7 | 6 | 7 | -1
O=C(CSc1cn(Cc2ccccc2)c2ccccc12)Nc1nccs1 | 0.7 | 1 | -1 | -7 | -7 | i | 7 | 2 | 2 | 0
CCCc1nnc(NC(=O)CCC(=O)N2CCN(Cc3ccc(F)cc3)CC2)s1 | -0.6 | 8 | -5 | -1 | 2 | i | 5 | -4 | 10 | 0
Cc1nn(Cc2cccc(C(=O)N3CCCC(C)C3)c2)c(C)c1[N+](=O)[O-] (stereo not drawn) | 1.1 | -2 | -5 | -2 | -2 | i | -4 | 12 | -1 | 0
COc1cc(SC#N)ccc1N=Cc1c(C)[nH]n(-c2ccc(Cl)cc2)c1=O | 2.2 | -3 | 6 | -15 | -25 | + | -3 | -29 | -13 | 1
COc1ccc(/C=C(\NC(=O)c2ccccc2)C(=O)NCc2ccco2)cc1 | -0.5 | 4 | 2 | -2 | 3 | i | -6 | 1 | 12 | 0
CCCOc1ccc(CN(CCO)CCO)cc1[N+](=O)[O-] | -0.7 | -3 | -4 | -3 | -4 | i | 1 | 1 | 11 | -4
CCOC(=O)c1ccc(NC(=O)CSc2nnc(Cc3cccs3)n2C)cc1 | -1.1 | 2 | 0 | -18 | -1 | i | -1 | 5 | -12 | -1
Cc1ccc(Cn2c(=O)cc(C(=O)O)c3ccccc32)cc1 | -0.2 | 2 | 6 | -3 | -3 | i | -4 | 10 | 19 | 1
COCC(=O)N(CCc1ccc(OC)c(OC)c1)Cc1nc2ccccc2c(=O)[nH]1 | 0.2 | -6 | -2 | 13 | 2 | i | -2 | 3 | -14 | -2
COC(=O)C[C@@H]1CC[C@@H](NC(=O)C2CCC2)[C@@H](CO)O1 | -0.8 | x | 1 | x | x | x | x | -4 | 12 | x
CC(=O)N1c2ccc(S(=O)(=O)N3CCC(C(=O)Nc4cccc(C(F)(F)F)c4)CC3)cc2CC1C (stereo not drawn) | 0.6 | 3 | 4 | 1 | -7 | i | -2 | 5 | -11 | -1
COc1ccc(OC)c(CCNC(=O)CCCC(=O)n2ncc3cc(C)ccc32)c1 | 2.1 | 2 | -4 | -9 | 0 | i | 0 | 6 | -3 | 16
Cc1cccc(-n2c(=O)c3c4c(sc3n3c(=S)[nH]nc23)CCC4)c1 | -1.9 | 3 | 4 | 3 | 3 | i | 9 | 6 | -5 | 5

Part of the list above in another layout:
LMPTP inh	MT1-MMP act inh	SUMO1-SIM PPI	Scp1 inh	DNMT1 inh	Rpn11 inh	NadD block	NRP1-CendR mod	SKN-1 block	STEP inh	Compound
-2.6	6	2	4	5	i	1	2	2	1	Cc1cccc(NC(=O)c2cnn(C)c2)c1C
0.0	4	-16	-2	-1	i	-4	-11	5	0	Cc1cc(C(=O)N2CCCc3ccccc32)ccc1[N+](=O)[O-]
0.8	0	0	9	8	i	-7	1	4	1	O=C(c1cccnc1)N1N=C2CCCCCC2C1(O)C(F)(F)F (stereo not drawn)
-1.6	6	-4	5	2	i	-7	6	7	-1	COc1ccc(CSC2=NCCN2)cc1Cl
0.7	1	-1	-7	-7	i	7	2	2	0	O=C(CSc1cn(Cc2ccccc2)c2ccccc12)Nc1nccs1
-0.6	8	-5	-1	2	i	5	-4	10	0	CCCc1nnc(NC(=O)CCC(=O)N2CCN(Cc3ccc(F)cc3)CC2)s1
